# Source: PubChem
# ER stress surv – protection against thapsigargin ER stress killing – CSM14.1 cells, ATP luminescence, primary screen | CSM14.1 thapsigargin ER stress survival | relative survival (cellular ATP), % at 15 µg/mL (by protocol) | 0.33% of 48,000 active | AID 1010, 2008;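 active = survival measured by cellular ATP above 50% at 15 µg/ml in the first screen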;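 note: cell death triggered by about 15 µM thapsigargin; ATP read 24 h after thapsigargin was added; plate controls were thapsigargin with DMSO for no effect and DMSO without thapsigargin for full effect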
# * marks the source's active call; other numbers are inactive results.
compound,ER stress surv
O=C1c2ccccc2C(=O)C1(Nc1ccc(I)cc1)c1ccccc1,1.5
O=c1c([N+](=O)[O-])c(N2CCN(Cc3ccccc3)CC2)c2ccccc2n1-c1ccccc1,-0.9
COc1ccccc1C(=O)N1CCN(c2nc3ccc([N+](=O)[O-])cc3s2)CC1,4.2
N#C/C(=C1\NC2(CCCCC2)Cc2ccccc21)c1ccccc1,7.1
CC(=O)c1cccc(NC(=O)/C(=C/c2cccnc2)NC(=O)c2cccc(Br)c2)c1,-2.2
CCCC(NC(=O)c1ccccc1)C(=O)OCC(=O)Nc1sc2c(c1C(=O)OCC)CCCC2 (stereo unspecified),3.7
C=CCOc1ccc(/C=C2\SC(=O)NC2=O)cc1OC,-7.4
O=C(CC(Nc1ccc(Br)cc1)c1ccc(F)cc1)c1ccccc1 (stereo unspecified),13.4
CCOCCOC(=O)c1ccc(NC(=O)Nc2ccc(Cl)cc2)cc1,10.3
N#Cc1c(N)c(C(=O)c2ccccc2)n2c1CCCC2,4.2
C/C(=N\NC(=O)C1(C)CC1(Br)Br)c1ccncc1 (stereo unspecified),-4.9
Cc1ccc(N2C(=O)C3C4C=CC(C5CC45)C3C2=O)cc1Cl (stereo unspecified),2.2
COc1ccc(CC(=O)Nc2ccc(Sc3ccc([N+](=O)[O-])cc3)cc2)cc1OC,8.7
CCN(CC)c1ccc(/C=N\NC(N)=O)cc1,-0.1
COc1cccc(/C=C(\C#N)C(N)=O)c1,-14.3
COC(=O)c1c(NC(=O)c2ccc(Cl)cc2Cl)sc(Cc2ccccc2)c1C,-3.0
O=C(c1cccc(Cl)c1)N1CCN(C2CCN(Cc3ccccc3)CC2)CC1,-5.7
CCOc1ccccc1NC(=O)c1c(NC(=O)COc2ccc(Cl)cc2)sc2c1CCC2,3.9
O=C(Cc1c[nH]c2ccccc12)N/N=C/c1cccc(F)c1,-5.8
Brc1ccc(CN2CCN(C3CCN(Cc4ccccc4)CC3)CC2)cc1,-2.7
CN(C)/C=C/C(=O)c1nnn(C2CCCCC2)c1NC1CCCCC1,-4.1
COc1ccc(CCNC(=O)c2ccc([N+](=O)[O-])cc2)cc1OC,9.8
Cc1ccc(C2CC(C(F)(F)F)n3nc(C(=O)N4CCN(Cc5ccccc5)CC4)cc3N2)cc1 (stereo unspecified),7.7
CCc1nnc(NC(=O)c2ccc(OC)cc2OC)s1,-3.9
CCOc1ccc(/C=C2\SC(=S)N(NC(=O)c3ccccc3)C2=O)cc1,7.1
Cc1ccc(N(Cc2ccc(C(=O)NC(C)(C)C)cc2)S(C)(=O)=O)cc1C,6.6
COn1c(C)c(C)c2c3nonc3ccc21,3.5
CCOC(=O)C(=CNc1ccc(C(=O)OC)cc1)C(=O)OCC,17.3
COc1ccc(N(CC(=O)Nc2ccc(C(C)C)cc2)S(C)(=O)=O)cc1Cl,6.2
CS(=O)(=O)N(Cc1ccc(Cl)cc1)c1ccc(C(=O)Nc2cccc(C(F)(F)F)c2)cc1,6.1
C(=C\c1ccccc1)/CSc1nnc(-c2ccncc2)n1-c1ccccc1,-1.8
C=CCc1cccc2cc(C(=O)Nc3ccc(CC)cc3)c(=O)oc12,2.7
C#CCOc1c(Br)cc(/C=C2\C(=O)NC(=O)N(c3cc(C)cc(C)c3)C2=O)cc1OC,-0.1
Cc1ccc(S(=O)(=O)N(C)CCCC(=O)Nc2ccc(F)cc2)cc1,-3.0
CCOc1ccc(NC(=S)NC(=O)c2cccs2)c([N+](=O)[O-])c1,8.7
Cn1c(-c2cc3ccc(O)c(CN4CCOCC4)c3oc2=O)nc2ccccc21,-0.1
COC(=O)c1c(C)oc2cc(Br)c(OC)cc12,1.5
O=C1OC(/C=C/c2ccccc2)=NC/1=C/c1cccc([N+](=O)[O-])c1,7.4
O=C1CSC(=O)N1CNc1ccccc1Cl,-4.9
COC(=O)C(NC(C)=O)C12CC3CC(CC(C3)C1)C2 (stereo unspecified),0.8
Cc1ccc(NC(=O)/C(=C\c2ccccc2)NC(=O)c2ccccc2I)cc1,2.2
Cc1ccc(C)c(NC(=O)/C=C\C(=O)O)c1,20.8
COc1ccc(CNC(=O)CSc2nc3ccccc3[nH]2)cc1,9.5
O=C(c1ccc(F)cc1)c1ccc2c(c1)CCCO2,4.1
O=C1NC(=O)N(c2cccc(F)c2)C(=O)/C1=C/c1ccc(Sc2ccccc2)o1,1.4
N#CC(C#N)=C1C(=O)Nc2ccc(Br)cc21,-7.7
CC(C)(C)N=CC(C=NC(C)(C)C)[N+](=O)[O-] (stereo unspecified),-1.8
CN1C(=O)/C(=C\c2cccc(OCc3ccc(Cl)cc3Cl)c2)SC1=S,14.4
CCN(CC)CCCCOc1c(OC)cccc1OC,-1.3
Cc1cc(Br)ccc1N1C(=O)/C(=C/c2ccc(N(C)C)cc2)C(=O)NC1=S,8.5
COc1ccccc1OCc1cc(C(=O)O)oc1C,3.6
COc1ccc(C)cc1NC(=O)C(C)Oc1ccc(Cl)cc1C (stereo unspecified),0.9
Cc1ccc(OCC(=O)Nc2cccc3nsnc23)c(C)c1,-3.0
Cc1nc2ccccc2c2nc3ccccc3n12,1.0
CN1CCN(C(=O)CCN2C(=O)c3cccc4cccc(c34)C2=O)CC1,8.2
COC(=O)c1cc(NC(C)=O)c(C)c(NC(C)=O)c1[N+](=O)[O-],12.7
Cc1cc(Cl)ccc1OCCCC(=O)Nc1cc(Cl)ccc1Cl,6.2
CCOc1ccc(C=Nc2cccc3ncccc23)cc1,4.6
Nc1nonc1C(=O)N/N=C/c1cc(Cl)cc(Cl)c1O,6.2
Cc1ccc(N(Cc2ccc(C(=O)Nc3cccc(Br)c3)cc2)S(C)(=O)=O)cc1C,5.6

# (cont.)
compound,ER stress surv
CCOC(=O)c1sc(NC(=O)COc2c(C)cccc2C)c(C(=O)OCC)c1C,9.1
COc1ccc(/C=C/C(=O)Nc2nc(C)c(C)s2)cc1OC,3.6
CCCCc1c(C)nc(N/N=C/c2ccc(OC)cc2OC)[nH]c1=O,0.1
Cn1c(=O)c2c(nc(NCCOCCO)n2C)n(C)c1=O,-0.4
CCN(CC)CCCCCOc1ccc(OC)cc1,9.4
NS(=O)(=O)c1cccc(NC(=O)c2ccc(-c3cccc(Cl)c3)o2)c1,-2.6
COc1ccc(S(=O)(=O)Nc2ccc(C(N)=O)cc2)cc1,11.2
CC(=O)Nc1ccc(S(=O)(=O)Nc2cccc(-c3nc4ccccc4o3)c2)cc1,12.7
CCOc1ccc(NS(=O)(=O)c2cc(-c3nnnn3C)ccc2OC)cc1,1.1
CC(=O)c1cccc(NC(=O)/C(=C\c2cccnc2)NC(=O)c2ccc(C)cc2)c1,8.9
Cc1ccc(OCC(=O)Nc2ccccc2CO)cc1,-2.9
CC(C)c1ccc(NC(=O)CN(c2ccc(Oc3ccccc3)cc2)S(C)(=O)=O)cc1,9.7
N#CC1=C(N)Oc2n[nH]c(-c3ccccc3)c2C1C1CCCCC1 (stereo unspecified),-0.1
CCOC(=O)c1c(C)[nH]c(=S)c(C#N)c1-c1ccccc1,3.1
CCOC(=O)C1=C(O)CSC1=Nc1ccc([N+](=O)[O-])cc1,-0.7

# Next part; the last 5 above are carried over.
compound,ER stress surv
Cc1ccc(OCC(=O)Nc2ccccc2CO)cc1,-2.9
CC(C)c1ccc(NC(=O)CN(c2ccc(Oc3ccccc3)cc2)S(C)(=O)=O)cc1,9.7
N#CC1=C(N)Oc2n[nH]c(-c3ccccc3)c2C1C1CCCCC1 (stereo unspecified),-0.1
CCOC(=O)c1c(C)[nH]c(=S)c(C#N)c1-c1ccccc1,3.1
CCOC(=O)C1=C(O)CSC1=Nc1ccc([N+](=O)[O-])cc1,-0.7
Cc1nnc(SCC(=O)N2c3ccccc3-c3c(ssc3=S)C2(C)C)s1,0.7
Cc1cc(Br)ccc1N1C(=O)c2ccc(S(=O)(=O)c3ccc(C(=O)O)cc3)cc2C1=O,5.1
CCOC(=O)c1ccc(-n2c(C)cc(/C=N/n3cnnc3)c2C)cc1,4.6
COc1ccccc1C=C1C(=O)N(C)C(=O)N(C)C1=O,7.6
CCOc1cc(/C=C2/C(=O)NC(=O)N(c3ccccc3)C2=O)cc(Br)c1O,17.6
CCOC(=O)CC(=O)c1c(C)[nH]c(C(=O)OCC)c1C,12.7
CCc1c(C)sc(NC(=O)C2C3C=CC(C3)C2C(=O)O)c1C(=O)OC(C)C (stereo unspecified),3.8
O=C(O)CSCCS(=O)(=O)c1ccccc1,1.5
COc1ccccc1C(=O)N1CCN(Cc2cccnc2)CC1,-0.6
CCCCCCCCC(=O)N/N=C/c1ccsc1C,2.5
Cc1cc(OCC(=O)Nc2cccc(-c3nc4ncccc4o3)c2C)cc(C)c1Cl,7.8
Oc1ccc(/C=N/Nc2cc(N3CCCCC3)nc(N3CCCCC3)n2)c(O)c1,-11.1
CCCCN(CCCC)C(=O)c1ccccc1,0.2
Cc1cc(C)cc(-n2c(C)cc(/C=N/NC(=O)c3ccncc3)c2C)c1,21.2
COc1cc(/C=N/N2C(=O)C3C4C=CC(C4)C3C2=O)cc(I)c1OC (stereo unspecified),3.1
O=c1c(C=NCc2ccco2)c(-c2ccccc2)[nH]n1-c1nc2ccccc2s1,7.2
CC1(C)CC(=O)C2=C(C1)N=C1c3ccccc3C(=O)C1C2c1cccs1 (stereo unspecified),6.8
O=C1N/C(=N/S(=O)(=O)c2ccccc2)S/C1=C/c1ccc(O)cc1,21.6
CCCC(=O)Nc1nnc(Cc2nnc(NC(=O)CCC)s2)s1,2.9
Cc1ccc2[nH]c(C)c(CC(=O)N/N=C/c3cccnc3)c2c1,-4.4
COC(=O)C1=C(C)N=c2s/c(=C\c3ccc(N(C)C)cc3)c(=O)n2C1c1ccccc1Cl (stereo unspecified),0.6
CCOc1ccc(C(=O)N2CCN(Cc3ccccc3)CC2)cc1OCC,13.9
Cn1c(NC(=O)c2ccc(Cl)cc2[N+](=O)[O-])cc(=O)n(C)c1=O,9.5
CC1CCN(C(=O)c2ccccc2)CC1,5.4
CCn1c(C(O)c2cc(OC)ccc2OC)nc2ccccc21 (stereo unspecified),1.7
NS(=O)(=O)c1ccc(CNC2CC(=O)N(CCc3ccccc3)C2=O)cc1 (stereo unspecified),4.9
Cc1ccc(-n2[nH]c(C)c(C=Nc3ccc(N(C)C)cc3)c2=O)cc1C,6.4
O=C(Nc1ccc([N+](=O)[O-])cc1O)C1CC1(c1ccccc1)c1ccccc1 (stereo unspecified),0.8
COc1c(Cl)cc(Cl)cc1/C=C1\SC(NC(C)=O)=NC1=O,10.9
COc1ccccc1/C=C1\SC(=O)N(CCC(=O)Nc2ccc(S(=O)(=O)Nc3nccs3)cc2)C1=O,9.7
CCCCc1c(C)nc(N/N=C/c2ccc(OC)c(OC)c2)[nH]c1=O,5.2
CC(/C=C/c1ccc2c(c1)OCO2)=N\NC(=O)COc1ccccc1[N+](=O)[O-],13.8
COc1ccccc1CN/C(C)=C(/C#N)C(=O)NCc1ccccc1,3.0
CCOC(=O)C1=C(c2ccccc2)NC(=O)NC1c1ccc(CC)cc1 (stereo unspecified),4.0
COc1ccc(/C=C/C(=O)NCC2(c3ccccc3)CCOCC2)cc1OC,11.8
COCCN1C(=O)/C(=C\c2ccc(Cl)cc2Cl)C(C(=O)OC)=C1C,15.0
CCN(CC)CCCCCOc1ccccc1C,-4.7
O=C(c1ccc([N+](=O)[O-])cc1)N1CCN(CCCc2ccccc2)CC1,-1.0
Cc1ccccc1C(=O)NN1C(=O)/C(=C\c2ccc(N(C)C)cc2)SC1=S,0.0
COc1cc(C(=O)Nc2c(C)cc(Br)cc2C)cc(OC)c1OC,17.7
CCCc1ccccc1OCCNc1nc2c(c(=O)n(C)c(=O)n2C)n1C,1.6
COC(=O)C1=C(C)N(C)C(C)=C(C(=O)OC)C1c1cccc(Br)c1,2.2
COc1ccccc1-c1c(C(F)(F)F)oc2cc(OC(=O)C(C)(C)C)ccc2c1=O,-0.2
CC(C)CC(NC(=O)/C(=C\c1ccc(Cl)cc1)NC(=O)c1ccco1)C(=O)OCc1ccccc1 (stereo unspecified),-0.7
O=C1N=C(c2ccccc2)S/C1=C\c1ccccc1,14.0
COc1ccc(NC(=O)c2ccc(Br)o2)cc1OC,8.6
Cc1ccc(-c2nnc(NC(=O)Nc3ccc(Cl)cc3)s2)cc1,7.8
Cc1oc2c(cc(O)c3ccccc32)c1C(=O)c1ccccc1,-6.3
N#C/C(=C\c1cn(CC(=O)Nc2ccccc2)c2ccccc12)C(=O)Nc1ccc(F)cc1,26.6
CN1C(=O)/C(=C\c2nc3ccccc3c(=O)n2-c2ccccc2)c2cc(Br)ccc21,-19.1
NC1=NC(=O)/C(=C/c2ccc(-c3ccc([N+](=O)[O-])cc3Br)o2)S1,1.1
CCOc1cccc(NC(=O)Nc2cccc(C(F)(F)F)c2)c1,-5.8
Cc1ccc([N+](=O)[O-])cc1N/C=C/C(=O)c1ccccc1,8.8
COc1ccccc1/C=C1\SC(=S)N(NC(=O)Cc2ccccc2)C1=O,9.8
COC(=O)c1ccc(C(=O)OC)c(NC(=O)COc2cc(C)ccc2C(C)C)c1,2.8
CCOC(=O)c1c(N)sc(C(=O)N2CCCCCC2)c1C,2.3
Cc1ccc(C(C)(C)C)c(OCC(=O)Nc2ccccc2C(F)(F)F)c1,3.5
COc1cc(/C=C2/C(=O)NN(c3ccccc3)C2=O)ccc1O,10.1
CN(C1CCS(=O)(=O)C1)S(=O)C12CC3CC(CC(C3)C1)C2 (stereo unspecified),-0.6

# The list is partial; rates above refer to the full screens.
